# Growth percent in the NCI-60 one-dose screen (48 h, 10 µM unless noted): 100 = growth as untreated, 0 = no growth, -100 = all killed.
# SN12C: SN12C renal cancer cells. 81,000 compounds, 3.8% hits
# ACHN: ACHN renal cancer; 81,000 compounds, 4.9% hits
# UO-31: UO-31 renal cancer; 81,000 compounds, 5.2% hits; AID 1794768
# CAKI-1: CAKI-1 renal cancer | 75,000 compounds, 4.7% hits | AID 1794772
# 786-0: 786-0 renal cancer cells. AID 1794775. 81,000 compounds, 5.1% hits
# TK-10: TK-10 renal cancer cells; 81,000 compounds, 3.9% hits
# A498: A498 renal cancer cells. 76,000 compounds, 5.4% hits
# RXF 393: RXF 393 renal cancer cells. 77,000 compounds, 6.9% hits
# * hit, by the source's call; · = no result given; & = joins results of further samples. Rule for the calls: active = growth percent below 10; inactive = the rest.
SMILES,SN12C,ACHN,UO-31,CAKI-1,786-0,TK-10,A498,RXF 393
O=c1[nH]c(=O)n(Cc2ccccc2Cn2cc(F)c(=O)[nH]c2=O)cc1F,111,104,76,96,104,86,114,101
CCCc1ccc(OC)cc1,105,110,90,124,108,115,96,116
N#C/C(C(=O)Nc1ccc(S(N)(=O)=O)cc1)=C1\C(=O)Nc2ccc(Cl)cc21,96,99,74,85,103,123,·,106
COc1ccc(CNc2c(OC)nc(N)nc2-n2c(-c3ccc(OC)cc3)nc3ccccc32)cc1,101,106,75,76,99,117,112,130
CC(=O)OC1=C(Cl)CCc2ccccc21,94,100,72,93,98,120,92,100
Cn1c(=O)c2[nH]c(NCc3ccc(Cl)cc3)nc2n(C)c1=O,102,105,94,104,100,127,90,134
Nc1c(C(=O)c2ccccc2)sc2nc(-c3cccs3)cc(-c3cccs3)c12,60,56,61,50,48,82,·,·
CCOCCOCCN1CNc2nc(N)[nH]c(=O)c2C1,90,111,82,102,107,117,112,249
CC1=CC2(C)NC(=O)C(C)C12 (configuration not stated),97,105,87,99,113,106,97,104
Cc1ccc2c(c1)C(=O)/C(=C/c1ccc([N+](=O)[O-])cc1)S2,93,102,58,62,101,135,114,109
c1ccc(SCSc2ccccc2)cc1,105,98,92,102,107,102,77,112
C#CCOc1cccc(Nc2ncc3ncn(C4CCN(C(=O)C=C)C4)c3n2)c1 (configuration not stated),74,76,36,65,78,76,57,87
CC(C)C(=O)OC/C=C/c1ccccc1,129,100,103,104,93,116,90,106
CC(=O)Nc1ccc(CC(=O)N2CCN(c3ccc(C(F)(F)F)cn3)CC2)cc1,94,97,90,91,95,92,93,127
O=C(Cc1ccc(Nc2ccnc(C(F)(F)F)c2)cc1)Nc1cc(Cl)ccc1O,61,49,36,78,94,112,77,88
N#Cc1ncc(-c2cc(F)c(F)cc2F)c(NC2CCCCCC2)n1,72,85,80,86,88,100,78,77
COc1ccccc1C(O)(c1ccccc1)c1ccccc1OC,104,107,73,98,94,102,103,123
OC1CCC2C=CCC1S2 (configuration not stated),108,97,93,109,107,·,96,97
NNC(=O)C(O)C(O)C(O)C(O)CO (configuration not stated),101,100,101,97,117,123,94,119
CC(=O)N1N=C(c2ccc(Oc3nnnn3-c3ccccc3)cc2)OC1c1ccc(F)cc1 (configuration not stated),100,111,87,127,109,116,98,103

# Not a retest: entries from further up.
SMILES,SN12C,ACHN,UO-31,CAKI-1,786-0,TK-10,A498,RXF 393
O=c1[nH]c(=O)n(Cc2ccccc2Cn2cc(F)c(=O)[nH]c2=O)cc1F,111,104,76,96,104,86,114,101
CCCc1ccc(OC)cc1,105,110,90,124,108,115,96,116
N#C/C(C(=O)Nc1ccc(S(N)(=O)=O)cc1)=C1\C(=O)Nc2ccc(Cl)cc21,96,99,74,85,103,123,·,106
COc1ccc(CNc2c(OC)nc(N)nc2-n2c(-c3ccc(OC)cc3)nc3ccccc32)cc1,101,106,75,76,99,117,112,130
CC(=O)OC1=C(Cl)CCc2ccccc21,94,100,72,93,98,120,92,100
Cn1c(=O)c2[nH]c(NCc3ccc(Cl)cc3)nc2n(C)c1=O,102,105,94,104,100,127,90,134
Nc1c(C(=O)c2ccccc2)sc2nc(-c3cccs3)cc(-c3cccs3)c12,60,56,61,50,48,82,·,·
CCOCCOCCN1CNc2nc(N)[nH]c(=O)c2C1,90,111,82,102,107,117,112,249
CC1=CC2(C)NC(=O)C(C)C12 (configuration not stated),97,105,87,99,113,106,97,104
Cc1ccc2c(c1)C(=O)/C(=C/c1ccc([N+](=O)[O-])cc1)S2,93,102,58,62,101,135,114,109
c1ccc(SCSc2ccccc2)cc1,105,98,92,102,107,102,77,112
C#CCOc1cccc(Nc2ncc3ncn(C4CCN(C(=O)C=C)C4)c3n2)c1 (configuration not stated),74,76,36,65,78,76,57,87
CC(C)C(=O)OC/C=C/c1ccccc1,129,100,103,104,93,116,90,106
CC(=O)Nc1ccc(CC(=O)N2CCN(c3ccc(C(F)(F)F)cn3)CC2)cc1,94,97,90,91,95,92,93,127
O=C(Cc1ccc(Nc2ccnc(C(F)(F)F)c2)cc1)Nc1cc(Cl)ccc1O,61,49,36,78,94,112,77,88
N#Cc1ncc(-c2cc(F)c(F)cc2F)c(NC2CCCCCC2)n1,72,85,80,86,88,100,78,77

# (cont.)
SMILES,SN12C,ACHN,UO-31,CAKI-1,786-0,TK-10,A498,RXF 393
O=c1/c(=C/c2ccccc2F)sc2ncnn12,80,101,80,86,99,101,121,123
N#C/C(=C/c1cc(Cl)cc(Cl)c1O)C(N)=O,86,96,95,94,112,144,120,90
CCOC(=O)c1c(O)cc(-c2ccc(OC)cc2)cc1-c1sc(N(C)Cc2ccccc2)nc1Cl,95,105,105,90,102,112,102,·
C[C@H](COc1ccccc1)N(CCCl)Cc1ccccc1,86&105,87&104,86&90,97&106,93&95,95&84,99,107&111
CC(=O)c1cccc(Nc2ncnc3ccc(NC(=O)c4ccccc4)cc23)c1,96,98,74,·,92,89,100,102
Cc1ccc(S(=O)(=O)OC2CCCCC2)cc1,93,108,91,·,96,92,99,100
CN(C)c1cccc2c(S(=O)(=O)Nc3cccc(-c4csc(NC(=O)CCCN)n4)c3)cccc12,97,91,77,76,89,98,91,93
Cc1ccc(Oc2no[n+]([O-])c2-c2ccccc2)cn1,98,99,55,82,31,139,76,87
CC(=O)Nc1ccc2c3c(cccc13)CC2,104,114,83,101,99,116,98,·
O=c1[nH]c(Cl)ncc1F,69,72,62,61,69,72,54,79
O=CNc1ccc2c3c(cccc13)-c1ccccc1-2,50,97,21,58,57,104,106,89
O=C(O)CCc1cccnc1,101,104,95,·,99,113,111,127
O=C1/C(=C/C=C/c2ccco2)SC(=S)N1c1ccc(Cl)cc1,101,100,80,91,101,109,103,104
Fc1cc2[nH]ncc2c2c3c(c(-c4cn[nH]c4C(F)(F)F)nc12)CCCC3,5.0*,0.2*,-7.3*,-7.2*,1.4*,-8.3*,-64*,-56*
COc1ccccc1N1CCN(CCn2c(=O)c3c(c4ccccc4n3C)n(C)c2=O)CC1,82,99,78,101,111,79,109,101
CCCN1CCN(c2ccc3nc(-c4ccc5nc(-c6ccc(C(F)(F)F)cc6)[nH]c5c4)[nH]c3c2)CC1,-69*,-100*,80,59,-90*,-13*,·,-70*
N#C[C@@H]1C2C=CC(O2)[C@H]1C#N,84,101,88,87,112,120,140,123
COC(=O)[C@H]1[C@H](OC)[C@@H](OC(=O)/C=C/c2ccncc2)CC2CN3CCc4c([nH]c5cc(OC)ccc45)[C@@H]3C[C@@H]21 (some centres not stated),70,63,57,53,84,92,31,73
Nc1nnc(-c2ccc(Nc3nccc(Cl)n3)cc2)s1,99,99,91,·,102,·,98,120
COc1ccc(CCNC(=S)/N=C/C2=C(O)CC(C)(C)CC2=O)cc1OC,111,100,94,99,95,94,92,124
CN(C)CCCNC(=O)C1COc2ccccc2O1 (configuration not stated),97,111,98,·,86,94,106,110
Nc1ccc(C(=O)OCc2ccccc2)cc1,87,102,77,93,96,87,90,110
Cc1cccc(Nc2ccccc2C(=O)O)c1C,105&104,113,86&84,103&85,109&97,99&111,107&98,114
O=C1/C(=C/c2ccc(O)cc2)Oc2cc(O)ccc21,96,109,104,104,91,96,93,119
COc1cc(CNC(=O)/C=C/c2ccc3c(c2)OCO3)ccc1OCc1cn(-c2ccc(Cl)c(Cl)c2)nn1,74,72,74,61,70,87,119,53
O=C(Cc1ccccc1)Nc1nc(O)c(/C=C2\C(=O)C=Cc3ccccc32)s1,101,101,78,85,102,150,67,111
CCCCCCc1cc(N=Nc2ccc(S(=O)(=O)Nc3cc(C)nc(C)n3)cc2)c(O)cc1O,97,99,74,99,102,107,99,118
Cc1ccc(-n2c(Sc3nc(-c4ccccc4)c(C#N)c(=O)[nH]3)cn3c4c(=O)n(C)c(=O)n(C)c4nc23)cc1,74,95,67,84,81,110,58,91
Fc1ccc(COc2ccc(Nc3ncnc4sc5c(c34)CCCC5)cc2Cl)cc1,91,96,71,·,90,82,62,96
O=C1NC(C2CC3C=CC2C3)Nc2ccccc21 (configuration not stated),105,102,75,97,107,97,83,97
CC1(C)CC(Cc2ccccc2)C(=O)c2ccccc21 (configuration not stated),95,96,81,99,98,110,103,119
Nc1ncnc2c1NC(c1ccc3c(c1)OCO3)CC(c1ccc([N+](=O)[O-])cc1)N2 (configuration not stated),98,99,93,74,99,113,102,109
CCCCCCCCC1CC(C)CCC1=O (configuration not stated),104,101,92,94,91,101,117,113
O=C(Nc1c(Br)cc2c(c1Br)Cc1ccccc1-2)C(Cl)Cl,96,97,77,91,105,125,122,102
COc1cc(/C=N/NC(=O)c2cnn3c2NC(c2ccccc2)C3)ccc1Oc1ccccc1 (configuration not stated),64,28,51,26,25,47,·,29
c1cc(-c2nnc3n2CCc2sccc2-3)ccn1,94,109,94,98,102,102,96,108
CC(CC(=O)c1cc(Cl)ccc1O)CC(C)(C)C (configuration not stated),98,100,73,88,98,110,84,119
Cc1ccc(S(=O)(=O)O/N=C2/CCSc3ccccc32)cc1,93,79,81,74,98,126,98,96
COc1ccccc1N=C(N)Nc1ccccc1OC,99,104,59,100,87,90,98,67
CC1=NN(c2nc(-c3c(O)cc(C)oc3=O)cs2)C(=O)/C1=C\c1ccc(N(C)C)cc1,97,96,80,93,95,94,108,94
O=c1[nH]c2ccc(Cl)cc2cc1CSc1nccc(-c2ccc(Cl)cc2)n1,40,20,60,-51*,50,88,98,35
CCN(c1ccccc1)S(=O)(=O)c1cc(N)ccc1C,90,102,84,88,99,102,78,101
CN1CC(=O)N2[C@H](c3ccc4c(c3)OCO4)c3[nH]c4ccccc4c3C[C@@H]2C1=O,103,95,74,87,91,104,98,·
C[N+](C)(C)CCOC(N)=O,106&95,109&108,83&83,106&100,100,109&101,111&102,109&109
CCC(CC)n1c(=O)c(SC2=NC3C(NN2)N(CC)C(=O)N3CC)c(C(=O)O)c2ccccc21 (configuration not stated),20,28,39,37,28,69,-10*,13
CCCCCCCn1ncc2c(Nc3cccc(Br)c3)ncnc21,92,102,80,88,101,131,75,106
COc1cc(/C=C2/Oc3cc4occc4c(OC)c3C2=O)ccc1OCC(=O)Nc1ccc(S(=O)(=O)N=C(N)N)cc1,105,·,82,·,117,121,98,97
Cc1ccc(/C=c2\sc3nc4ccccc4n3c2=O)cc1,98,106,100,94,90,·,90,113
COc1ccc2oc(=O)cc(Cn3cc(COc4ccc5c(c4)NC(=O)CC5)nn3)c2c1,85,93,71,75,95,96,91,76
COC(=O)[C@]12CC[C@@H](C)[C@H](C)[C@@H]1C1=CC[C@@H]3[C@@]4(C)C(C=O)=C[C@@](C)(COC(=O)c5ccco5)[C@@H]4[C@H](O)C[C@@]3(C)[C@]1(C)CC2,-20*,-48*,-76*,-6.8*,-23*,11,-2.1*,-63*
CCNCCNc1cc(-c2ccc(C(F)(F)F)cc2)c(C#N)c2nc3ccccc3n12,-62*,-89*,-88*,-97*,-96*,-67*,-88*,-94*
O=C1c2ccccc2C(=O)c2c3c(cc(NCCNCCO)c21)N(CCO)CCN3,76,91,53,95,99,139,99,117
COc1cc(C(=O)C[n+]2ccccc2)ccc1OC(C)=O,98,105,104,99,91,·,79,92
Cn1c(N)ccnc1=O,100,101,99,103,96,112,83,127
Cc1ccc(S(=O)(=O)Oc2ccc3c4c(c(=O)oc3c2)CCCCCC4)cc1,61,78,64,73,66,92,53,68
O=C(Nc1nc(-c2ccc(Cl)cc2)cs1)c1ccc(O)c(O)c1,51,27,19,22,56,·,60,·
N#CCCNCCNCCC#N,108,109,89,102,102,92,111,121
Clc1cccc(NC2=NCCN=C(Nc3cccc(Cl)c3)SS2)c1,83,80,53,84,85,72,70,74
O=S(=O)(Nc1ccccn1)c1ccc(Nc2nc(N3CCOCC3)c3ccccc3n2)cc1,98,93,84,79,79,78,·,103
c1ccc(SC(c2ccccc2)c2ccccc2)cc1,94,105,93,102,98,97,103,102

# More results.
SMILES,SN12C,ACHN,UO-31,CAKI-1,786-0,TK-10,A498,RXF 393
COc1ccc(CCN2C(=O)/C(=C/c3cnc(C#N)s3)SC2=S)cc1,96,99,89,94,100,118,·,105
CCC1CCCCN1C(=S)N/N=C(\C)c1ccccn1 (configuration not stated),7.1*,7.0*,-18*,10,11,20,-22*,0.2*
COC(=O)c1ccc(C(=O)Nc2ncnc3nc[nH]c23)cc1,97,102,81,·,106,103,108,120
COc1cc2c(O)n(CCCn3ccnc3)c3c4cnc5cccc(c(=O)c3c2cc1OC)c54,19,27,65,66,7.0*,93,21,40
COc1ccc(NC2=CC(=S)NC(C)(C)C2)cc1,97,108,75,103,99,123,96,99
OC(Cn1cncn1)(Cn1cncn1)c1ccc(F)cc1F,100,97,91,87,97,111,121,133
O=C1CSC(=O)N1Cc1cc2ccccc2nc1Cl,97,104,78,86,100,99,106,96
COc1ccccc1CNCCCCCCCCCCCCN1C(=O)c2ccc3c4c(ccc(c24)C1=O)C(=O)N(CCCCCCCCCCCCNCc1ccccc1OC)C3=O,74,78,109,102,-74*,-47*,-60*,-70*
CC(c1cc2ccccc2s1)N(O)C(N)=O (configuration not stated),91,100,97,103,107,141,86,101
COc1ccc(-c2c(NC(C)=O)noc2-c2cc(OC)c3c(c2)OCO3)cc1,104,103,89,97,99,99,105,98
COc1cc(/C(C)=N/NC(=O)CSc2nc3ccccc3c(=O)n2CCc2ccc(S(N)(=O)=O)cc2)cc(OC)c1OC,98,100,86,93,99,93,107,93
COc1ccccc1NC(=O)c1ccccc1,97,108,·,99,·,109,76,106
OCC[S+](CCO)CCO,110,105,86,111,105,107,95,120
CN(c1ccccc1)S(=O)(=O)c1cccc(NC(=O)Cn2ccc(C(F)(F)F)n2)c1,105,120,88,109,94,120,120,99
COc1ccc(OC)c(C2C(C#N)=C(N)Oc3c2c(N)nn3-c2ccccc2)c1 (configuration not stated),96,97,73,89,104,173,91,104
CC1=CC(C)(C)NC(=S)N1c1cccc2ccccc12,95,91,76,86,102,106,·,104

# Source: PubChem BioAssay
